# Screens from PubChem BioAssay.
# TNAP activation fold: stimulation of alkaline phosphatase TNAP activity – biochemical, luminescent, no phosphate acceptor, uHTS, primary screen (AID 1001); purified TNAP, luminescent activation assay, no phosphate acceptor; higher activation fold means a stronger effect; activation fold at 20 µM, or EC50 in µM where a hit was titrated; hit rate 0.03% among 200,000; in the data active means activation fold from about 3, or a potency from the dose series; inactive means the rest, 99 in 100 with activation fold below about 1.6; further: many of its hits are not listed in these tables
# NOD1 NF-kB reporter: inhibition of NOD1-driven NF-kB reporter – cell-based, luminescence, uHTS, primary screen (AID 1578) | NOD1-driven NF-kB luciferase reporter cells, luminescence; higher % means a stronger effect | inhibition, % at 4 µM, or EC50 in µM where a hit was titrated | hit rate 1% among 290,000; in the data active means inhibition mostly above about 36%, no sharp cut-off; inactive means mostly below about 34%;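 further: HEK-293T reporter cells stimulated with the NOD1 agonist gamma-tri-DAP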
# KOR beta-arrestin-1: KOR antagonists, beta-arrestin recruitment, cell-based, luminescence, uHTS (AID 1778) | KOR beta-arrestin recruitment, luminescence, antagonist mode; higher % means a stronger effect | one-dose inhibition, % at 10 µM; IC50 in µM for titrated hits | hit rate 0.091% among 290,000; further: strong numbers were not always called active
# GPR55 activation: selective activators of receptor GPR55 – imaging, U2OS cells, beta-arrestin-GFP redistribution, primary screen (AID 1961); U2OS GPR55 beta-arrestin-GFP redistribution imaging; higher % means a stronger effect; activation, % at 10 µM; hits with a dose series show EC50 in µM; hit rate 0.048% among 290,000;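 active means activation above 40% with more than 50 cells counted in the well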;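 further: U2OS osteosarcoma cells stably expressing GPR55 and beta-arrestin-GFP; plate controls were DMSO negative control for no effect and LPI positive control for full effect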
# ER stress rescue: protection against thapsigargin-triggered cell killing – 384-well, CSM14.1, ATP luminescence, primary screen (AID 1222) | CSM14.1 thapsigargin-induced death rescue, ATP luminescence; higher % means a stronger effect | cellular ATP content (survival), % at 20 µM, or EC50 in µM where a hit was titrated | 190,000 tested, under 10 active;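 active means EC50 below 50 µM in the dose-response confirmation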;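 further: death triggered by thapsigargin at about 15 µM added after 2 h compound pretreatment; cell ATP read after overnight thapsigargin exposure of roughly 18 to 22 hours; normalized against plate controls of thapsigargin alone and 5% DMSO vehicle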
# NOD2 inhibition: NOD2 signaling inhibitors, cell-based, luminescence, uHTS, HEK293 (AID 1566) | hit rate 0.63% among 290,000 | inhibition, % at 4 µM, or EC50 in µM where a hit was titrated | HEK293 NOD2/NF-kB luciferase reporter, luminescence; higher % means a stronger effect; further: many of its hits are not listed in these tables
# Yfh1-depleted yeast: mitochondrial function rescue without frataxin homolog – Friedreich's ataxia, plus single-dose screen, dose response (AID 1465) | S. cerevisiae Yfh1-off respiration, WST-1 reduction, 72 h; higher fold induction means a stronger effect | one-dose fold induction at 50 µM; EC50 in µM for titrated hits | hit rate 0.074% among 220,000;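 active means fold induction of absorbance versus untreated yeast above a set limit, then at least 30% activation at any dose in follow-up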;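 further: activators that raise dye reduction in frataxin-depleted yeast; strong numbers were not always called active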
# NTR1 agonist: agonists of NTR1, primary screen, imaging, U2OS cells, beta-arrestin-GFP, high content (AID 493036). activation, % at 20 µM. hit rate 0.17% among 330,000. NTR1-U2OS beta-arrestin-GFP spot imaging, agonist mode. P30989;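 active means activation at or above 40% of the spot to cytoplasm intensity ratio, with at least 20 cells analyzed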;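 further: 0% = DMSO without peptide and 100% = 100 nM NTR1 peptide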
# Target sequence (P30989 whole entry, looked up): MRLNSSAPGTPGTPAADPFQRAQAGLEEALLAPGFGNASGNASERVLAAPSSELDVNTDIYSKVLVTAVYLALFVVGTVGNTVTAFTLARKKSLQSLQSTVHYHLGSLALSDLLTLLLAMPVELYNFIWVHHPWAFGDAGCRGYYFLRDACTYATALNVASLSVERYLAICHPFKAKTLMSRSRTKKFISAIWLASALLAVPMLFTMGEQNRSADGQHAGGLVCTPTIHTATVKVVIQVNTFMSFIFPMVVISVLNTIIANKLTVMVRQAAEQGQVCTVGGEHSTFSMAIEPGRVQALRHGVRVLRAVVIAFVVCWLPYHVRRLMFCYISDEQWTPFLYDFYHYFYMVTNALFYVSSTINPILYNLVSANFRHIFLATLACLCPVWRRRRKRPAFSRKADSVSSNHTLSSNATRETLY
# KOR beta-arrestin-2: kappa opioid receptor activators – cell-based, luminescence, uHTS, primary screen (AID 1777) | KOR beta-arrestin recruitment, luminescence; higher % means a stronger effect | activation, % at 10 µM, or EC50 in µM where a hit was titrated | hit rate 0.02% among 280,000; in the data active means activation above about 50%, passing the limit was not always enough; further: a part of the inactive calls stands beside numbers as strong as those of hits
# NTR1 agonist cell count 20 µM: second read-out of NTR1 agonist, no call of its own (marks repeat the call); cell count; measured here: cell count, cytotoxicity flag
# * marks the source's active call; other numbers are inactive results; i = inactive; · = no result given; [ ] = remark or other dose. Unless noted, no stated cut-off is given here; in the data, active means inhibition above about 50%; inactive means the rest. An excerpt (hit frequency here may not be typical).
SMILES,TNAP activation fold,NOD1 NF-kB reporter,KOR beta-arrestin-1,GPR55 activation,ER stress rescue,NOD2 inhibition,Yfh1-depleted yeast,NTR1 agonist,NTR1 agonist cell count 20 µM,KOR beta-arrestin-2
COc1ccc(CNC(=O)COC(=O)CC2CC3CCC2C3)cc1OC (configuration not stated),1.1,-1%,0%,-0.2%,0.2%,2%,i,-1.5,73,-1.8%
CC(NC(=O)C(C(=O)c1cccc([N+](=O)[O-])c1)n1cc(Cl)ccc1=O)c1ccccc1 (configuration not stated),1.1,-9%,5%,1.3%,-1.1%,-6%,i,0.8,52,-5.1%
Cc1nn2c(=O)c(NC(=O)c3ccc(Cl)cc3)cnc2s1,1.1,-36%,-26%,-0.1%,-6.0%,-5%,i,-1.7,65,1.2%
CCOC(=O)Nc1ccc2c(c1)N(C(=O)CN(CC)CC)c1ccccc1CC2,·,3%,-114%[20 µM],-0.1%,·,7%,·,1.0,52,6.0%
O=C(N/N=C/c1ccco1)C1(O)c2ccccc2-c2ccccc21,·,-10%,26%,-0.2%,·,-5%,i,-0.6,37,-0.9%
CCOC(=O)c1ccc(CC(=O)c2oc3cc(O)ccc3c2C)o1,0.9,-14%,-2%,-0.3%,-1.7%,7%,i,4.8,43,-7.4%
Cc1cc(C)c(NC(=O)C(C)Sc2nc3ccc(N4C(=O)c5ccccc5C4=O)cc3s2)c(C)c1 (configuration not stated),1,-25%,-19%,0.7%,0.4%,0%,i,0.8,48,-0.4%
COc1ccc(N2CC(C(=O)NCCc3c[nH]c4ccccc34)CC2=O)cc1 (configuration not stated),·,-25%,-31%,-0.2%,·,-3%,·,-2.7,61,3.4%
C[C@H](NC(=O)[C@H](Cc1ccccc1)n1c(=O)[nH]c2ccccc2c1=O)C(=O)N1CCC(C(=O)O)CC1,·,-12%,12%[20 µM],-0.2%,·,1%,·,-1.8,99,0.9%
CCOC(=O)c1cc(-c2ccc3c(c2)OCO3)nc2onc(C)c12,1.1,·,-6%,0.5%,-2.7%,-6%,i,2.0,79,-1.6%
CC(N=C1NS(=O)(=O)c2ccccc21)c1ccccc1 (configuration not stated),1,-22%,-7%,-0.2%,-1.7%,16%,i,-0.6,53,5.8%
COc1ccc(S(=O)(=O)N2CCC(C(=O)N[C@H](C(=O)NCc3ccncc3)C(C)C)CC2)cc1,·,-8%,-19%,-0.1%,·,-9%,·,1.0,70,-2.4%
O=c1[nH]cnc2sc3c(c12)CN(Cc1ccccc1)CC3,·,1%,13%,0.4%,·,10%,·,0.8,58,-0.7%
CC(/C=C/c1ccco1)=N\NC(=O)c1cccnc1,0.9,-8%,-34%,0.2%,1.8%,-7%,i,2.1,45,5.4%
Cc1ccc(OCc2nnc(SC(C)C(=O)O)n2-c2ccccc2)cc1 (configuration not stated),·,41%,-45%[20 µM],-0.1%,·,11%,·,0.5,75,4.9%

# (list continues)
SMILES,TNAP activation fold,NOD1 NF-kB reporter,KOR beta-arrestin-1,GPR55 activation,ER stress rescue,NOD2 inhibition,Yfh1-depleted yeast,NTR1 agonist,NTR1 agonist cell count 20 µM,KOR beta-arrestin-2
Cc1cn2c(-c3ccc(Cl)cc3)nnc2s1,1.1,-28%,14%,-0.3%,·,-6%,i,-4.0,73,-3.5%
O=C(CNC(=O)c1ccco1)N/N=C/c1cccs1,·,2%,-1%,0.0%,·,14%,i,-0.8,51,1.0%
CCN1CCN(Cc2ccc(NC(=O)c3ccc(C)c(NC(=O)c4nccn4C)c3)cc2C(F)(F)F)CC1,·,8%,24%,1.5%,·,33%,i,1.0,49,·
COc1cc(NC(=O)C(C)C)ccc1NC(=O)c1ccco1,1.1,-58%,-12%,-0.1%,-3.2%,-58%,i,-0.4,47,3.2%
O=C(Nc1nnc(SCc2cccc3ccccc23)s1)C1COc2ccccc2O1 (configuration not stated),1.1,-19%,-43%,0.0%,0.2%,-14%,i,-0.8,57,1.4%
CNC(=S)N/N=C/c1ccc2c(c1)OCCO2,1,15%,-16%,-0.1%,-2.8%,8%,i,0.7,83,6.4%
CC(C)NC(=O)/C(C#N)=C/c1ccc2c(c1)OCCO2,1.1,-16%,-29%,0.0%,-3.9%,-1%,i,-0.5,61,-4.9%
COc1ccc(C(=O)N/N=C(\C)Cn2nc([N+](=O)[O-])cc2C)cc1,1.1,1%,0%,-0.1%,-2.6%,18%,i,0.3,58,-0.7%
COCCCN(CC(=O)O)S(=O)(=O)c1ccccc1,1.1,-12%,-24%,-0.4%,1.3%,16%,i,0.5,32,2.7%
Cc1ccc(-n2c(SCC(=O)NCc3ccco3)nc3sc4c(c3c2=O)CC(C)(C)SC4)cc1,1.1,-33%,-42%,0.0%,2.9%,0%,i,2.0,88,1.6%
CCOC(=O)N1CCN(C(=O)c2ccc(CNS(=O)(=O)c3ccc(OC)cc3)cc2)CC1,1.1,-26%,-6%,-0.4%,-1.3%,-7%,i,0.0,58,-2.0%
Cc1ccc(C)c(NC(=O)COC(=O)c2cccc3c2C(=O)c2ccccc2C3=O)c1,1.4,16%,-26%,0.4%,1.9%,8%,i,9.1,42,5.7%
CC(=O)Nc1cc2nc(C)n(Cc3ccc([N+](=O)[O-])cc3)c2nc1C,·,-37%,-13%,0.2%,·,1%,·,0.5,66,0.6%
CCC(C)(C)n1nnnc1C(c1cc(OC)ccc1OC)N1CCC(C(N)=O)CC1 (configuration not stated),1,-29%,-22%,0.1%,1.0%,-6%,i,-6.4,89,9.0%
CCCCNC(=O)[C@H](Cc1c[nH]c2ccccc12)NC(=O)c1ccccc1Cl,1.1,-18%,-12%,0.0%,-5.0%,-9%,i,0.9,62,2.8%

# Additional entries.
SMILES,TNAP activation fold,NOD1 NF-kB reporter,KOR beta-arrestin-1,GPR55 activation,ER stress rescue,NOD2 inhibition,Yfh1-depleted yeast,NTR1 agonist,NTR1 agonist cell count 20 µM,KOR beta-arrestin-2
Cc1ccc(CNC(=O)Cn2ccc3cc(S(=O)(=O)N4CCCC4)ccc32)o1,·,-20%,-46%,-0.2%,·,17%,·,0.0,60,-2.8%
COC(=O)c1c(CCl)noc1C(=O)NC(C)C,1,0%,-6%,0.5%,-3.2%,22%,i,0.3,86,-2.7%
Cc1occc1-c1nc(-c2ccncc2)no1,1.1,-26%,29%,-0.3%,-2.8%,-13%,i,1.4,75,-4.3%
CCCC(c1nnnn1CC1CCCO1)N1CCN(c2ccccc2)CC1 (configuration not stated),1.1,-6%,4%,0.3%,1.6%,-4%,i,-1.4,36,0.8%
CCCCOc1ccc(C(C)NC(=O)CCS(=O)(=O)Cc2ccccc2Cl)cc1 (configuration not stated),1,-44%,8%,-0.2%,-2.0%,-10%,i,0.2,46,-1.8%
CCc1ccc(/C=C/c2c[nH]c3ccccc23)[n+](CC)c1,1,-7%,7%,-0.3%,3.8%,-6%,i,2.5,57,5.4%
O=C(NNC1CC(=O)N(c2ccc(Br)cc2)C1=O)c1ccccn1 (configuration not stated),0.9,-18%,-34%,-0.3%,-0.8%,0%,i,-1.4,64,0.7%
O=C(O)c1ccc(CSc2nnc(COc3ccccc3)o2)cc1,1.1,-24%,2%,-0.1%,-1.3%,15%,i,-0.4,56,-5.4%
COCCCNC(=S)Nc1cc(C)c(C)cc1C,·,2%,33%,-0.2%,·,-11%,i,3.0,53,-2.5%
COc1ccc(NC(=O)NC2CCCCC2C)cc1 (configuration not stated),1,-45%,30%,-0.1%,0.5%,-40%,i,0.1,90,-2.7%
CCN1CCN(CC(=O)N/N=C/c2cc(Br)cs2)CC1,·,104%*,6%[20 µM],0.4%,·,-1%,·,1.1,63,11%
CCn1c(-c2cccn(Cc3ccccc3)c2=O)n[nH]c1=S,0.9,-6%,5%,0.1%,-0.4%,10%,i,-0.5,92,-4.3%
COCC(COS(N)(=O)=O)C(C)C (configuration not stated),·,-17%,-23%[20 µM],0.8%,·,-5%,·,0.4,77,-1.2%
CCOc1ccc(NN=C(C(=O)OC)C(=O)OC)c([N+](=O)[O-])c1,·,-10%,28%,0.1%,·,-14%,i,0.4,55,-4.6%
CCc1ccc2oc(C(=O)N3CCN(c4ccc(OC)cc4)CC3)cc(=O)c2c1,·,6%,-14%,-0.1%,·,5%,·,2.7,89,2.2%

# A few values from the list.
# Under KOR beta-arrestin-1, CCc1ccc2oc(C(=O)N3CCN(c4ccc(OC)cc4)CC3)cc(=O)c2c1 is entered as -14%
# Under TNAP activation fold, COc1ccc(NC(=O)NC2CCCCC2C)cc1 (configuration not stated) is entered as 1

# (more compounds)
SMILES,TNAP activation fold,NOD1 NF-kB reporter,KOR beta-arrestin-1,GPR55 activation,ER stress rescue,NOD2 inhibition,Yfh1-depleted yeast,NTR1 agonist,NTR1 agonist cell count 20 µM,KOR beta-arrestin-2
CCN(CC)c1ccc(NC(=O)CSc2ccsc2[N+](=O)[O-])c(C)c1,1,-19%,5%,0.5%,4.0%,39%,i,0.7,37,5.3%
COc1cc2c(cc1OC)CN(C(=O)Cc1ccc(OC)c(S(=O)(=O)N3CCOCC3)c1)CC2,1.1,3%,3%,-0.1%,-1.1%,7%,i,-3.5,50,-2.3%
C(=N\c1ncnc2sccc12)/NOCc1ccccc1,1,·,-9%,0.2%,1.7%,·,i,0.1,37,-0.7%
CCc1cc2c(=O)c(-c3cnn(-c4ccccc4)c3)c(C)oc2cc1OCC(=O)Nc1ccc(F)c(F)c1,1,24%,-19%,0.6%,-2.4%,-89%,i,1.9,45,1.5%
O=C(COC(=O)CCc1ccc(S(=O)(=O)N2CCOCC2)cc1)Nc1ncc(C(F)(F)F)cc1Cl,1.1,-13%,-22%,0.0%,0.4%,8%,i,-0.1,80,-1.4%
CC(Cc1n[nH]c(=S)o1)c1ccccc1 (configuration not stated),1,-42%,-15%,-0.4%,-0.4%,2%,i,3.0,41,-5.3%
COc1c(C)cccc1C(=O)Nc1ccc(CN2CCCCC2)cc1,1.1,-47%,-9%,0.0%,-2.2%,-42%,i,-2.2,83,-1.8%
CCOC(=O)c1ccc(NC(=S)N2CCN(CCN=CC3=C(O)CC(C)(C)CC3=O)CC2)cc1,1,-29%,-48%[20 µM],-0.1%,0.4%,-13%,i,1.8,61,·
C=CCOc1ccc(C2N3CC4(C)CN2CC(CCC)(C3)C4=O)cc1 (configuration not stated),1.1,-13%,12%,-0.2%,0.8%,5%,i,-0.9,71,-4.3%
NC(=O)COC(=O)C(Cc1ccccc1)NS(=O)(=O)c1ccccc1F (configuration not stated),1.1,-3%,·,-0.2%,-0.1%,-9%,i,-0.2,87,-5.5%
CS(=O)(=O)N1CCN(C(=O)c2c(F)cccc2F)CC1,1.1,-18%,7%,0.5%,1.5%,-7%,i,1.1,80,-3.5%
COc1ccccc1NC(=O)C1=C(C)NC(=O)NC1c1ccc(C)s1 (configuration not stated),1.2,-19%,8%,-0.2%,0.7%,3%,i,2.3,43,-0.3%
